# Screens deposited in PubChem by National Center for Advancing Translational Sciences (NCATS).
# D1 antag: Antagonist of Human D 1 Dopamine Receptor: qHTS; D(1A) dopamine receptor (Homo sapiens), P21728; HEK293 TREx D1 cells, calcium flux, dopamine EC80; active compounds read low; activity change, negative = inhibition, % at 10 µM; 360,000 tested, 3.2% active; in the data active = activity change below about -30%; note: % is set by controls: 0 for no effect and ±100 for the full control effect
# Target sequence (P21728 whole entry, looked up): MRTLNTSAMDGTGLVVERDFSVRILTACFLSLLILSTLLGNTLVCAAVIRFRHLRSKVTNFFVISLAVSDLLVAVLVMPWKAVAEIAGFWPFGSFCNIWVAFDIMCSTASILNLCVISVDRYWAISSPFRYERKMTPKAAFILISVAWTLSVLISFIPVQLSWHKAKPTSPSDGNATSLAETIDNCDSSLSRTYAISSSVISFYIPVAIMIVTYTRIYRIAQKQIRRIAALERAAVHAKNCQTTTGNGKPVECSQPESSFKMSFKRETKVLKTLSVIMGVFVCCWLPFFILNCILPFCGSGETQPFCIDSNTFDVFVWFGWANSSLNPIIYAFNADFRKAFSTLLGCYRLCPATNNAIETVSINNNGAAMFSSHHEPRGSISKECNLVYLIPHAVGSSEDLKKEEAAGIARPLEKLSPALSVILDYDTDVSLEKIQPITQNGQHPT
#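 Compound effects on dopamine-evoked calcium signalling were measured in tetracycline-induced HEK293 Trex D1 cells. Dopamine at EC80 followed a 180 s compound pre-read, and fluorescence was tracked kinetically for 180 s more.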
# RXFP1 ag: qHTS Assay for Agonists of the Relaxin Receptor RXFP1. AID 2676, 2010. HEK293T-RXFP1 cAMP TR-FRET, 30 min; response scale: percent of porcine relaxin response, buffer zero. 370,000 tested, 0.3% active. Relaxin receptor 1 (Homo sapiens), Q9HBX9. Potency, µM (top dose mostly 57.5 µM), without a hit: at the highest dose activation, actives largely listed as activators; note: potency is the fitted concentration of half-maximal effect; % is set by controls: 0 for no effect and ±100 for the full control effect; nearly all actives have a fitted effect of over 60% in size; many of its hits are not listed in these tables
#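 HEK293 cells stably expressing RXFP1, treated 30 min at 37C with compounds plus PDE4 inhibitor Ro 20174; cAMP measured by HTRF TR-FRET. Normalized to buffer and 29 nM porcine relaxin; EC50 by Hill fit.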
# RXFP1 antagonist: qHTS Assay for Antagonists of the Relaxin Receptor RXFP1; HEK293-RXFP1, relaxin-stimulated cAMP HTRF, 30 min; active compounds read low; 350,000 tested, 0.59% active; AID 1259400, 2018; activity change, negative = inhibition, % at 57.5 µM;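 active = activity change of -60% or lower, but not beyond a set lower limit; inconclusive = change between -60% and -40%, or beyond the set limit; inactive = change above -40%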; note: % is set by controls: 0 for no effect and ±100 for the full control effect
# TRHR agonist: qHTS for Small Molecule Agonists and Allosteric Enhancers of Human TRH Receptor: Primary Screen for Agonists; TRHR cells, calcium flux fluo-8, FDSS agonist mode; 360,000 tested, 0.18% active; activation, % at 2 µM; in the data active = activation above about 30%; note: 0% is about no effect
#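 Steps: seed TRHR cells overnight; add fluo-8 no-wash Ca dye, RT 30 min–1.5 h; record 10 s baseline; pin-transfer compounds; monitor fluorescence 1 cycle/s for the agonist window. Calcium increases flag candidate agonists.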
# D1 PAM: Potentiators of Human D1 Dopamine Receptor: qHTS; D(1A) dopamine receptor (Homo sapiens), P21728; 360,000 tested, 0.036% active; potentiation, % at 10 µM; HEK293 TREx D1 cells, calcium flux, dopamine EC20 potentiation; in the data active = potentiation above about 30%; note: 0% is about no effect
# D1 agonist: Allosteric Agonists of the Human D1 Dopamine Receptor: qHTS; 360,000 tested, 1% active; HEK293 T-REx D1 cells, calcium flux, agonist mode; activation, % at 2 µM; in the data active = activation above about 30%; note: 0% is about no effect
#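 Tetracycline-induced HEK293 TREx D1 cells, force-coupled to calcium signalling, were dye-loaded with a no-wash calcium kit. Compound was pin-added after a 10 s baseline. Fluorescence was read kinetically at 1 cycle/s for 180 s, with calcium rises flagged as agonism.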
# D2 PAM: HTS Assay for Positive Allosteric Modulators of the Human D2 Dopamine Receptor: Primary Screen for Potentiators; 340,000 tested, 0.34% active; D(2) dopamine receptor (Homo sapiens), P14416; HEK293 T-REx D2, calcium flux, EC20 dopamine potentiation; potentiation, % at 10 µM; AID 485347, 2010;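 active = potentiation over 3 SD above the plate norm, cut at about 30% in these data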; note: 0% is about no effect
# Target sequence (P14416 whole entry, looked up): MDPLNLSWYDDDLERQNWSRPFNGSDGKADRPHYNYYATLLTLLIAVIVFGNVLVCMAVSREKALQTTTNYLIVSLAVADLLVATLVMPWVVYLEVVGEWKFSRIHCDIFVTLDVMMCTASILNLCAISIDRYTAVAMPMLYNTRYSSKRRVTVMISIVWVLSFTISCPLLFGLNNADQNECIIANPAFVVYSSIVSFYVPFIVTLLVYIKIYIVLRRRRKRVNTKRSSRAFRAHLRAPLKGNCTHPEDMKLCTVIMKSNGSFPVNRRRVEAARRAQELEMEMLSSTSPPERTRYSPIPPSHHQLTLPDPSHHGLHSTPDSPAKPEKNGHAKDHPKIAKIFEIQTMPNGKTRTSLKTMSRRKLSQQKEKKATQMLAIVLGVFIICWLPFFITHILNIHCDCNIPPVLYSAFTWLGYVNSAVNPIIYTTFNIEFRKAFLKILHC
#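 Calcium flux readout, no-wash dye, 1 read/s. Inducible HEK293 Trex D2 line, overnight 30 C. Compound alone 180 s (agonist flags), then EC20 dopamine, another 180 s to score potentiation.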
# Anesthetic bind: qHTS Assay for Identification of Novel General Anesthetics; Ferritin light chain (Equus caballus), P02791; AID 485281, 2010; Potency, µM (series often up to 77.5 µM), without a hit: at the top dose activity change, negative = displacement, actives largely listed as inhibitors; apoferritin/1-aminoanthracene competitive binding, fluorescence; 350,000 tested, 0.074% active; note: potency is the fitted concentration of half-maximal effect; % is set by controls: 0 for no effect and ±100 for the full control effect; nearly all actives have a fitted effect of over 20% in size
# Target sequence (P02791 2-175 limits assumed): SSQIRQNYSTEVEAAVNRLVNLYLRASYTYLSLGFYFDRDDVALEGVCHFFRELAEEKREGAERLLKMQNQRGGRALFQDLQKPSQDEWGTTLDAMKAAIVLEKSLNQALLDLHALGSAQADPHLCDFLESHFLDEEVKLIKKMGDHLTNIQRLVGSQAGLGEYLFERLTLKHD
#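 Horse-spleen apoferritin (10 uM) was mixed with 50% saturated 1-aminoanthracene in PBS, exposed to compounds for 10 min at room temperature, and read for fluorescence (ex 380 nm, em 535 nm). Competitive displacement was fitted with a four-parameter Hill equation.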
# TRHR enhancer: qHTS for Small Molecule Agonists and Allosteric Enhancers of Human TRH Receptor: Primary Screen for Enhancers | Thyrotropin-releasing hormone receptor (Homo sapiens), P34981 | TRHR cells, fluo-8 calcium fluorescence, EC20 TRH enhancement | enhancement, % at 2 µM | 360,000 tested, 0.66% active; in the data active = enhancement above about 30%; note: 0% is about no effect
#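 Enhancer read-out: after compound pinning and an initial kinetic agonist-mode read, an EC20 of TRH (10 nM final) was injected and fluo-8 calcium signal (Ex 480/Em 530) followed at 1 s/cycle for 100 cycles in TRHR-expressing cells.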
# Active calls of the source: *; ? = inconclusive; . = no result given; & = joins results of further samples; [ ] = dose if it differs, or a comment. Unless noted, calls come from the whole dose curve; as a rule, active = well fitted curve in the direction sought with a large enough effect; inconclusive = small, poorly fitted or top-dose-only effect, or another doubt; inactive = no such curve, though single readings can be large; an effect the other way counts as inactive or inconclusive. Some of the compounds tested; the hit share may differ from the screen's.
canonical_smiles,D1 antag,RXFP1 ag,RXFP1 antagonist,TRHR agonist,D1 PAM,D1 agonist,D2 PAM,Anesthetic bind,TRHR enhancer
CCCNC(=S)N1CCC(C(=O)c2ccc(F)cc2)CC1,-10,0.8%,3,0.1,-3,6,35*,-4%,0
Cc1ccn2c(Nc3ccccc3)c(-c3c[nH]c4ccccc34)nc2c1,-15,16%,-11,4.3,-1,13,5,8%,11
CC(=O)N1CCc2cc(S(=O)(=O)NC(Cc3ccccc3)C(=O)NCc3ccccc3Cl)ccc21 (centres undefined),4,2.3%,-16,0.0,0,4,1,-2%,8
COc1cc(C)ccc1OCc1cc(C(=O)N(Cc2nccn2C)C(C)C)no1,14,2.5%,-3,-0.6,-11,2,-7,-10%,-4
Cc1ccc(C2NC(=O)CCC2[N+](=O)[O-])cc1 (centres undefined),23,-3.6%,4,-1.5,-3,4,14,-7%,22
CCN(CC)CCCNC(=O)CNC(=O)c1nn(-c2ccc(OC)c(OC)c2)c(=O)c2ccccc12,-13,-2.8%,-4,-1.0,-2,3,8,6%,-6
CC1=C(C(=O)OCc2ccccc2)C(c2ccccc2Cl)NC(=O)N1C (centres undefined),-1,4.6%,-7,-1.2,-6,2,-4,?,-3
O=C(NCc1nnc(SCC(=O)N2CCOCC2)o1)c1ccccc1F,1,1.8%,-5,0.6,-1,2,14,-5%,2
Cc1noc(C)c1CSc1nnc(-c2cc(Cl)ccc2Cl)n1N,-7,0.1%,4,0.4,2,-1,6,-23%,2
CCOC(=O)N1CCC(N(CCCOC)C(=O)Nc2cccc(OC)c2)CC1,-31*,0.9%,-11,0.3,1,2,1,-9%,-3
Cc1ccccc1Nc1cc2ccccc2c(=O)[nH]1,-7,0.4%,-3,2.8,-5,2,.,4%,-3
CCOc1ccc(S(=O)(=O)Nc2ccc(S(=O)(=O)Nc3cc(OC)ccc3OC)cc2)cc1,-10,0.4%,4,-0.6,-6,4,-7,-21%,-6
CCN(C(=O)COC(=O)C1CCN(S(=O)(=O)c2ccc(C)c(C)c2)CC1)C1CCCCC1,23,0.5%,3,-0.9,0,2,10,.,-7
Cc1cc(C)cc(NC(=O)C2CCN(S(=O)(=O)c3ccc4[nH]c(=O)ccc4c3)CC2)c1,-2,5.2%,-10,-0.1,-4,3,-16,-16%,-6
O=C(Nc1ccc(F)cc1F)c1cc2ccc3cccnc3c2[nH]1,-2,?,12,0.9,0,1,5,3%,-7

# Rewritten with values under each structure: 2 of the compounds above.
# The line under a structure holds: D1 antag, RXFP1 ag, RXFP1 antagonist, TRHR agonist, D1 PAM, D1 agonist, D2 PAM, Anesthetic bind, TRHR enhancer
> CCOc1ccc(S(=O)(=O)Nc2ccc(S(=O)(=O)Nc3cc(OC)ccc3OC)cc2)cc1
 : -10, 0.4%, 4, -0.6, -6, 4, -7, -21%, -6
> Cc1ccn2c(Nc3ccccc3)c(-c3c[nH]c4ccccc34)nc2c1
 : -15, 16%, -11, 4.3, -1, 13, 5, 8%, 11

# Later entries.
canonical_smiles,D1 antag,RXFP1 ag,RXFP1 antagonist,TRHR agonist,D1 PAM,D1 agonist,D2 PAM,Anesthetic bind,TRHR enhancer
C/C(=N\NC(=O)c1ccc(CN2CCc3ccccc3C2)cc1)c1ccccc1O,-11,0.5%,-32,-3.1,-5,2,-23,-11%,-3
CCCCC[C@]12Cc3cc(OC)c(OC)cc3C(O1)c1c(cc(C)n(-c3ccccc3)c1=O)O2,10,2.9%[11.5 µM],.,-0.2,-1,0,.,-23%[15.3 µM],5
Cc1cc(C)n(-c2nc3cc(Cl)ccc3nc2N2CCN(c3ccccc3F)CC2)n1,-6,3.3%,-23,0.1,4,0,-6,87%[activator],-8
CCCn1c(N)c(N(CCOC)C(=O)c2ccc([N+](=O)[O-])c(C)c2)c(=O)[nH]c1=O,-3,-2.2%,-21,-0.7,6,2,-7,8%,3
CC(=O)C(Cc1ccccc1)NC(=O)CN(C)Cc1ccccc1Cl (centres undefined),2,1.4%,-8,1.4,-6,3,1,-9%,-2
CC(C)C(NC(=O)c1ccc(C(C)(C)C)cc1)C(=O)O (centres undefined),0,-5.9%,-9,-0.6,2,2,-5,-7%,-2
CCOC(=O)C1CCCN(C(=O)c2ccc(C)c(NC(=O)c3nsc4ccccc34)c2)C1 (centres undefined),41,2.4%,-3,-0.7,2,2,-7,51%[activator],-3
Cc1sc2nc3c(C(=O)N4CCN(c5ccccn5)CC4)cccn3c(=O)c2c1C,20,-1.2%,.,0.0,.,2,.,1%,4
CCOc1ccc(CN2CCN(C(=O)c3cccc(F)c3)CC2)cc1,8,-3.8%,-14,0.1,-3,-1,-8,-5%,-2
O=C(Nc1ccc(S(=O)(=O)Nc2ncccn2)cc1)c1ccc(Br)o1,-8,-3.9%,0,0.2,1,3,8,11%,-4
CC(C)(C)N1C(=O)c2ccc(C(=O)NCc3ccco3)cc2C1=O,0,0.6%,-18,-1.9,-3,2,7,-10%,3
COc1ccc(-n2nc(C(=O)NCC(=O)Nc3cccc(NC(C)=O)c3)c3ccccc3c2=O)cc1,-13,0.0%,10,0.1,-10,3,.,2%,-8
COc1cccc(C(=O)NCCS(=O)(=O)N2CCCCCC2)c1,1,2.3%,13,-0.3,8,3,-5,.,0
CCN(CC)C(=O)c1sc2nc(N3CCOCC3)c3c(c2c1N)CCCC3,-7,17%,34,0.1,-4,0,0,5%,11
COc1ccc(C(=O)NC2CCCCCC2)cc1OC1CCN(C(C)=O)CC1,-17,-0.3%,-7,-0.1,-8,2,-8,2%,3
Cc1noc(C)c1CSc1nnc(-c2ccncc2)n1-c1ccc(Cl)c(Cl)c1,-1,-0.9%,1,-0.2,-5,1,3,-19%,5
COc1ccc(N2C(=O)c3ccccc3NC2c2cccnc2)cc1 (centres undefined),4,0.1%,0,-1.9,-1,2,-1,2%,2
CCOC(=O)Cc1csc(NC(=O)/C=C/c2ccc(Br)o2)n1,-9,5.7%,-24,-0.4,-3,6,-8,-23%,0
Cc1c(OCC(=O)N[C@H](C(=O)O)c2ccccc2)ccc2c3c(c(=O)oc12)CCCC3,1,3.0%,.,0.3,0,-1,22,-2%,2
CCOCc1[nH]c(=S)[nH]c(=O)c1Cc1ccc(OCC)cc1,0,-0.3%,-2,-0.5,-2,2,19,-9%,-4
COc1ccc([C@H]2CC(=O)C=C(/C=C/c3ccccc3)C2)cc1OC,-6,-1.1%,.,-0.1,-2,2,1,.,3
NC(=O)CSc1nnc(-c2cnccn2)n1-c1ccccc1,1,0.4%,-15,0.5,0,4,36*,0%,2
CC1=NN(c2nc(-c3ccccc3)cs2)C(=O)C1N=Nc1ccccc1 (centres undefined),9,0.4%,-23,0.2,0,2,-8,-3%,2
Cc1ccc2c(c1)N(C(=O)CCC(=O)NC1CCC(C)CC1)CCO2 (centres undefined),-8,-0.1%,-7,-1.0,-1,0,-24,?,1
CC(C)(C)c1ccc(C(=O)Cn2nc(C(=O)O)c3ccccc3c2=O)cc1,-16,5.4%,-10,1.7,2,4,-2,-8%,-16
Cc1cccc(CCNC(=O)c2ccc3c(c2)N(Cc2ccccc2F)C(=O)c2ccccc2S3)c1,-7,-0.3%,-6,0.8,-1,5,-8,1%,-1
Cc1ccc(-n2nc(CO)c(C(=O)NCc3cccs3)n2)cc1,1,-0.4%,-18,-2.3,0,-1,-11,-6%,28
Cc1onc(-c2ccccc2Cl)c1C(=O)N1CCN(C/C=C/c2ccccc2)CC1,-11,0.1%,-11,0.0,-6,2,-9,-18%,2
CCOC(=O)c1ccc(NC(=O)CN(c2ccc(C)cc2)S(=O)(=O)c2c(C)noc2C)cc1,-30,4.4%,.,3.0,-1,11,-2,38%[activator],0
O=C(COC(=O)c1cccc(OC(F)F)c1)NC1CCCC1,7,2.1%,-9,-0.4,-8,3,-14,-10%,-3
COc1cccc(-c2nnc(SCC(=O)N(C(C)C)C(C)C)o2)c1,0,1.1%,0,0.3,0,9,31*,-5%,4
Cc1cc(C)n(-c2ccccc2[N+](=O)[O-])n1,-5,0.6%,18,0.3,-1,3,7,-19%,3
COc1ccccc1Cn1c(=S)[nH]c2cc(C(=O)NCCCN3CCOCC3)ccc2c1=O,5,-2.5%,-13,8.0,-4,1,-5,-10%,0
CCCCNC(=O)CCc1c(C)nc2c(c(C)nn2-c2ccccc2)c1C,-20&4,3.7%&-1.4%,13&-1,0.2&-0.6,-4&-4,1&1,-7,0%&-9%,-3&9
COc1ccc(-n2nc(C(=O)NCC(=O)NCCCN3CCN(C)CC3)c3ccccc3c2=O)cc1OC,-1,5.1%,-3,1.3,-2,3,-9,-3%,-1
COc1ccc(CNC(=O)CCn2c(=O)oc3ccccc32)c(OC)c1,-9,-3.5%,5,0.2,5,5,0,-2%,-6
CCCCSc1ncnc2c1c(-c1ccccc1)cn2-c1cccc(F)c1,7,-0.1%,-5,-0.4,2,-1,9,12%,2
COc1ccc(CC(=O)OCC(=O)Nc2c(C)n(C)n(-c3ccccc3)c2=O)cc1OC,3,-2.0%,6,0.9,7,1,.,.,-3
CN(C)/C=N/c1ncc(-c2ncc(C(F)(F)F)cc2Cl)cn1,9,12%,8,0.2,-4,-1,-9,-4%,-2
COc1cccc(CC(=O)NNC(=O)c2c(-c3ccccc3)noc2C)c1,-4,-0.9%,0,-2.1,1,0,-16,-4%,-1
Cc1ccccc1-c1coc2cc(O)ccc2c1=O,-4,1.1%,7,-0.2,4,1,-1,-9%,14
O=C(Nc1ccc(SC(F)F)cc1)c1ccc(F)cc1,-37*,-0.6%,-6,0.0,-11,12,-13,-9%,-4
